# Lipid storage S3 = qHTS Assay for Lipid Storage Modulators in Drosophila S3 Cells; Drosophila S3 cells, BODIPY lipid droplet fluorescence, 18-24 h; cells fed with added oleic acid; lipid storage change, negative = inhibition, % at the top dose, mostly 46.1 µM; hits show Potency in µM; 320,000 compounds, 0.64% hits; active = well fitted inhibition curve with a large enough effect in the signal ratio, with a control signal flat, not every such curve was filed as active; inconclusive = small, poorly fitted or top-dose-only effect, or effect the other way, or a change in a side signal; the % refers to the signal ratio
#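 Drosophila S3 cells got compounds at several concentrations plus oleic acid (400 uM solution). Laser-scanning cytometry with 488 nm excitation read lipid droplets at 500-530 nm and cells at 575-640 nm. Percent activity was relative to 20 uM Triacsin C.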
# Lipid storage S3 cell count max = also measured in Lipid storage S3; calls as there; cell number change, %; measured here: cell count max response;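 cells counted by Cell Tracker Red CMTPX staining in the red channel; peak over a dose series mostly up to 46.1 µM; percent activity relative to internal control wells on each plate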
# Numbers without * were called inactive; i = inactive; ? = inconclusive; / = no result given. % is set by controls: 0 for no effect and ±100 for the full control effect; potency is the fitted concentration of half-maximal effect. This is a subset; the hit share may differ from the screen's.
Lipid storage S3 | Lipid storage S3 cell count max | SMILES
? | / | CC(C)CCn1c(COc2ccccc2)n[nH]c1=S
? | / | COc1ccc(C(=O)N/N=C(\C)c2cccc(NC(=O)c3ccc(F)cc3)c2)c(OC)c1
-0.9% | 16.2 | S=c1nc[nH]c2c1ncn2C1CCCC1
? | / | CC1CCCCN1C(=O)CSc1nc(-c2ccccc2)cn1N (stereo not drawn)
4.0% | 5.3 | O=CN1CCN(C(C(=O)NC2CCCC2)c2ccc(Cl)cc2)CC1 (stereo not drawn)
? | / | CC1=NN(c2ccccc2)C(=O)/C1=C\c1cc(C)n(-c2ccccc2)c1C
? | / | COc1cc(-c2nnn(Cc3ccccc3C)n2)cc(OC)c1OC
? | / | COc1ccc(OCC(O)CON2C(=O)c3ccccc3C2=O)cc1 (stereo not drawn)
i | 12.0 | Cc1ccc(NC(=O)CCCn2nc(C)c3c(C)n(-c4ccccc4)nc3c2=O)cc1C
-9.6% | -5.4 | Cc1occc1C(=O)N/N=C/C=C/c1ccccc1[N+](=O)[O-]
2.5% | -18.4 | CCOC(=O)C1(Cc2ccccc2C(F)(F)F)CCN(C(=O)c2cc(C)n(C)n2)CC1
? | / | N=C1C(c2nc3ccccc3c(=O)[nH]2)=C(O)CN1CCc1ccccc1
i | -12.3 | CCN(CC(=O)NCc1cccs1)S(=O)(=O)c1ccc(F)c(F)c1F
-0.5% | / | COC(=O)C1=C(N)Oc2c(oc(CO)cc2=O)C1c1ccccc1F (stereo not drawn)
? | / | Cc1nnc(SCC(=O)Nc2cc(S(=O)(=O)N3CCOCC3)ccc2C)s1
? | / | C=CCOC(=O)C1=C(C)NC(C)=C(C(=O)OCC=C)C1c1ccco1
-20.1% | / | C/C(=N\N=C1\NC(=O)C(Cc2ccccc2)S1)c1ccccc1 (stereo not drawn)
i | 10.2 | O=C(CCN1C(=O)C2(OCCO2)c2ccccc21)c1ccccc1
-0.3% | -0.2 | Cc1cc(=O)n(C)c(=O)n1CCCCCCN1CCCC1
? | / | Cc1ccsc1/C=C1/SC(=O)N(CC(=O)N2CCCC2)C1=O
? | / | COc1ccc(-n2c(SC3CCOC3=O)nc3ccccc3c2=O)cc1OC (stereo not drawn)
-12.9% | 13.6 | CSc1ccccc1NC(=O)Cn1nnc(-c2ccc(S(C)(=O)=O)cc2)n1
? | / | Cc1nnc(SCc2ccccn2)n(N)c1=O
? | / | O=C1NC(=Nc2ccccc2Cl)S/C1=C\c1cccc([N+](=O)[O-])c1O
? | / | Cn1c(=O)c2c(nc(NCC3CCCO3)n2C)n(C)c1=O (stereo not drawn)
5.6% | 3.2 | O=C(CCC(=O)N(c1cccc(F)c1)C(C(=O)NC1CCCC1)c1ccncc1)Nc1cccnc1 (stereo not drawn)
? | / | Cc1cccc(CC2CC(=O)N(c3nc4ccccc4s3)C2=O)c1 (stereo not drawn)
? | / | CCOC(=O)c1c(N)c(C#N)nn1-c1ccccc1C(=O)OC
? | / | Cc1c(CCC(=O)O)c(=O)oc2cc(OCc3ccc(Br)cc3)ccc12
i | 3.0 | COc1ccc(CC(=O)N2CCc3cc(OC)c(OC)cc3C2C)c(OC)c1 (stereo not drawn)
? | / | Cc1[nH]c(=O)[nH]c(=O)c1S(=O)(=O)Nc1ccc(F)cc1Cl
? | / | CC(=O)N1CCN=C1SCc1ccccc1F
? | / | CC(=O)/C=C/c1ccc2ccccc2n1
2.5% | 9.7 | Cc1cc(C)c(OCC(=O)Nc2cc(C(=O)O)cc(C(=O)O)c2)cc1C
6.5% | 6.6 | Cc1nn(C)c(C)c1NC(=O)c1ccccc1NC(=O)Nc1ccccc1
i | / | CN(C)S(=O)(=O)N1CCC(Oc2cccc(C(=O)NC3CCCCCC3)c2)CC1
? | / | Oc1ccccc1C(=S)N1CCCC1
14.5% | 14.7 | Cc1ccc(CNS(=O)(=O)c2cn(C)c(=O)n(C)c2=O)cc1
? | / | COc1ccc(CNC(=O)C2CCN(S(=O)(=O)c3ccc4c(c3)N(C(C)=O)CCO4)CC2)cc1
i | / | Cc1cc(C)c(OCC(=O)N/N=C/c2ccco2)c(C)c1
? | / | Cn1cc(Br)c(C(=O)Nc2c(F)c(F)c(F)c(F)c2F)n1
10.6% | 18.6 | CCN(C)Cc1c(C(=O)N2CCc3ccccc3C2)nc2ccc(Cl)cn12
? | / | CC(OC(=O)c1ccccc1CCc1ccccc1)C(N)=O (stereo not drawn)
-13.8% | -7.0 | Cc1cccc(C(=O)NN2C(=O)C3C(c4ccccc4)C=CC(c4ccccc4)C3C2=O)c1 (stereo not drawn)
? | / | CS(=O)(=O)c1ccccc1-c1nnc(NC(=O)C2=COCCO2)o1
14.5% | / | O=C(COc1ccccc1C(=O)NCc1ccccn1)Nc1ccc(Br)cc1
? | / | COc1ccc(CC(=O)N2CC(C)CC(C)C2)cc1 (stereo not drawn)
-11.1% | / | COc1ccc(S(=O)(=O)N2CCOCC2)cc1NC(=O)COc1ccccc1
? | / | Cc1cc(-c2nnnn2-c2ccc(F)cc2)no1
? | / | CCCCN(C(=O)NC(=O)Nc1c(C)cc(C)cc1C)S(C)(=O)=O
25.4% | -2.2 | Clc1ccc(CN2CCN(c3ccccc3)CC2)cn1
? | / | CCOc1cc(C2C(C(=O)O)c3cc(OCC)c(OCC)cc3C(=O)N2C)ccc1O (stereo not drawn)
-9.3% | -10.6 | O=C(CCC1CCCN(C(=O)Cn2cnnn2)C1)NCc1ccc(F)c(F)c1 (stereo not drawn)
14.8% | -2.3 | Cc1nc(N2CCOCC2)c2c3c(sc2n1)CCC3
? | / | Cc1nc2ccc(NC(=O)c3ccc(N4C(=O)CCC4=O)cc3)cc2s1
9.2µM* | 0.5* | CCCCN1C(=O)/C(=C/C=C2/CC(C)(C)CN2C)SC1=S

# (more compounds)
Lipid storage S3 | Lipid storage S3 cell count max | SMILES
2.0% | / | COc1ccc(C(=O)C2CCCN(Cc3ccc(C#CCCO)cc3)C2)c(OC)c1 (stereo not drawn)
? | / | Cc1c2ccccc2c(C)c2c1ccc1ccccc12
? | / | CC(=O)Nc1ccc(S(=O)(=O)NCC(=O)N2CCN(S(=O)(=O)c3cccs3)CC2)cc1
? | / | Cc1ccc(/C=N/n2nnnc2N)cc1[N+](=O)[O-]
? | / | O=C(CN(Cc1ccc(F)cc1)C(=O)CCC(=O)Nc1ccccn1)NCc1ccco1
i | -16.6 | O=[N+]([O-])c1ccc(O)c(/C=N/Nc2ccc(Cl)nn2)c1
? | / | CCCS(=O)(=O)C/C(N)=N/OC(=O)c1ccc(Cl)cc1
24.4% | 29.4 | CC(=O)NC(CCS(C)(=O)=O)C(=O)Nc1ccc(Cl)c(Cl)c1 (stereo not drawn)
13.8% | -4.6 | Cc1cc(C)c2c(NC(=S)Nc3ccccc3)n[nH]c2n1
? | / | COc1ccc(NC(=O)CN(CC(=O)Nc2ccc(OC)cc2)C(C)(C)CO)cc1
? | / | CC(NC(=O)c1noc2c1CCCC2)c1ccccc1 (stereo not drawn)
18.9% | -4.0 | CNC(=O)c1c(NC(=O)c2cc(-c3cc(C)c(C)cc3O)n[nH]2)sc2c1CCCC2
? | / | CC(=O)Nc1ccccc1OCC(=O)c1ccc2c(c1)OCO2
? | / | CC(O)CNc1nc2ccccc2n1CC(=O)NCC(F)(F)F (stereo not drawn)
? | / | O=C1C2CCCCN2C(=O)N1CCCCN1CCN(c2ccc([N+](=O)[O-])cc2)CC1 (stereo not drawn)
-0.7% | -11.1 | C=CCN1CCc2nc(N)sc2CC1
? | / | COc1cccc(NC(=O)CC2COc3ccccc3O2)c1 (stereo not drawn)
? | / | Cn1c(C(=O)NCCc2ccsc2)cc2c(=O)n(C)c3ccccc3c21
-21.5% | -9.2 | S=c1[nH]nc(-c2ccc(Cl)cc2Cl)n1-c1ccc2c(c1)OCCO2
i | / | Cc1ccc(-c2csc3ncn(C(C)C(=O)O)c(=O)c23)cc1 (stereo not drawn)
11.3% | 2.5 | COCCN(CCOC)S(=O)(=O)c1ccc(C(=O)Nc2ccncc2)cc1
? | / | COc1ccc(NC(=O)CSc2nnc3n2CCCCC3)cc1
15.5% | 21.3 | CC(C)Cn1c(N)c(C(=O)COC(=O)[C@H](C)NC(=O)c2ccccc2Cl)c(=O)n(C)c1=O
? | / | CSc1ccc(/C=C2\C(=N)N3N=C(CC(=O)N4CCCCC4)SC3=NC2=O)cc1

# Nothing new here: an excerpt of the list.
Lipid storage S3 | Lipid storage S3 cell count max | SMILES
13.8% | -4.6 | Cc1cc(C)c2c(NC(=S)Nc3ccccc3)n[nH]c2n1
? | / | COc1ccc(NC(=O)CN(CC(=O)Nc2ccc(OC)cc2)C(C)(C)CO)cc1
? | / | CC(NC(=O)c1noc2c1CCCC2)c1ccccc1 (stereo not drawn)
18.9% | -4.0 | CNC(=O)c1c(NC(=O)c2cc(-c3cc(C)c(C)cc3O)n[nH]2)sc2c1CCCC2
? | / | CC(=O)Nc1ccccc1OCC(=O)c1ccc2c(c1)OCO2
? | / | CC(O)CNc1nc2ccccc2n1CC(=O)NCC(F)(F)F (stereo not drawn)
? | / | O=C1C2CCCCN2C(=O)N1CCCCN1CCN(c2ccc([N+](=O)[O-])cc2)CC1 (stereo not drawn)
-0.7% | -11.1 | C=CCN1CCc2nc(N)sc2CC1
? | / | COc1cccc(NC(=O)CC2COc3ccccc3O2)c1 (stereo not drawn)
? | / | Cn1c(C(=O)NCCc2ccsc2)cc2c(=O)n(C)c3ccccc3c21
-21.5% | -9.2 | S=c1[nH]nc(-c2ccc(Cl)cc2Cl)n1-c1ccc2c(c1)OCCO2
i | / | Cc1ccc(-c2csc3ncn(C(C)C(=O)O)c(=O)c23)cc1 (stereo not drawn)
11.3% | 2.5 | COCCN(CCOC)S(=O)(=O)c1ccc(C(=O)Nc2ccncc2)cc1
? | / | COc1ccc(NC(=O)CSc2nnc3n2CCCCC3)cc1

# (more compounds)
Lipid storage S3 | Lipid storage S3 cell count max | SMILES
3.6% | -16.9 | COc1ccc(NC(=O)COC(=O)CCCC2=NS(=O)(=O)c3ccccc3N2)cc1
-19.5% | 2.0 | COc1ccc(OCCSc2nc3ccccc3n2CC(=O)O)cc1
-20.3% | -0.4 | CCOC(=O)c1ccc(NC(=S)N(CCCN(CC)CC)Cc2ccco2)cc1
? | / | O=C(NNS(=O)(=O)c1ccccc1F)c1cccc(S(=O)(=O)N2CCOCC2)c1
? | / | Cc1cc(N2CCOCC2)ccc1/C=C1\SC(=O)N(C(C)C)C1=O
? | / | Cc1cc(Nc2ccccc2)n(CCOC(=O)COc2ccccc2)n1
-1.0% | -10.0 | O=C(O)CN(c1ccc(F)cc1)S(=O)(=O)c1ccc2c(c1)OCCO2
? | / | COCCCNC(=O)c1ccc(N2CCOCC2)c(NS(=O)(=O)c2ccc(OC)cc2)c1
-4.6% | -6.1 | CCN1CCN(C(c2cccs2)C(C)NC(=O)c2c(F)cccc2F)CC1 (stereo not drawn)
? | / | CC(C)Cn1c(N)c(C(=O)COC(=O)c2ccc(O)cc2)c(=O)n(C)c1=O
i | -10.0 | Cc1ccc2[nH]c(=O)c(CN(C)S(=O)(=O)c3cccc4nonc34)cc2c1
? | / | O=C(CSc1nc2ccccc2s1)Nc1ccc(N2CCOCC2)c(Cl)c1
-7.5% | 0.5 | CCCC1(C)SC(NC(C)=O)=NN1C(C)=O (stereo not drawn)
8.3% | -0.1 | COc1ccc2oc(=O)c(C(=O)NCc3cccnc3)cc2c1
-2.5% | / | O=C(OCC(=O)N1CCc2ccccc2C1)c1cc(=O)[nH]c2ccccc12
? | / | CC(C)CC(=O)/C(=C\c1ccc(Cl)cc1Cl)n1cncn1
? | / | COc1ccc2c(c1)CC/C(=C\Nc1ccc3c(c1)OCO3)C2=O
? | / | COc1cc(C(=O)NC(=S)Nc2ccc(N3CCCC3)cc2)cc(OC)c1OC
-8.7% | -8.0 | C/C(=N\NC(=O)Cn1nc(C)cc1C)c1ccc([N+](=O)[O-])cc1
? | / | CC(NC(=O)Cc1ccsc1)c1ccc(F)cc1 (stereo not drawn)
23.3% | -3.8 | CCc1ccc(Nc2cc(C)nc3ncnn23)cc1
? | / | Cc1ccc2oc(C(=O)N3CCN(CCO)CC3)c(C)c2c1
? | / | O=S1(=O)[C@H]2C[C@@H]3C=C[C@@]2(CN1Cc1ccc(F)cc1)O3
14.5% | -0.2 | Cc1ccc(/C(N)=N/OC(=O)COc2ccc(Cl)c(C)c2)cc1
? | / | CN(C)CCCN(C(=O)CCc1ccccc1)c1nc2c(F)cccc2s1
? | / | O=C(O)COc1ccccc1/C=N/NC(=O)C(O)c1ccccc1 (stereo not drawn)
14.2% | 24.5 | C=CCc1cccc2cc(C(=O)NCCOC)c(=O)oc12
11.5% | 0.9 | CC(C)CN1CCN(Cc2cc(F)ccc2-n2cccn2)CC1CCO (stereo not drawn)
? | / | CC1(c2nnc(Cc3ccccc3)o2)CC(c2ccccc2[N+](=O)[O-])=NO1 (stereo not drawn)
? | / | COc1cccc(CNC(=O)COC(=O)CCCNC(=O)c2ccc(Cl)cc2)c1
? | / | COC(=O)c1ccc(CSc2ccc3nnc(-c4cccnc4)n3n2)o1
? | / | CCn1cc(C(=O)NCC(OC)OC)c(=O)c2cc(S(=O)(=O)N3CCC(C)CC3)ccc21
-57.3% | -41.9 | CCN1C(=O)C(CC(=O)Nc2ccc(F)cc2)N(Cc2cccs2)C1=S (stereo not drawn)
-5.0% | -7.6 | Cc1ccc(-c2nnc(NC3CCCC3)s2)cc1
-10.5% | -11.7 | CC1(C)NC(=O)N(CC(O)CN2C(=O)NC(C)(C)C2=O)C1=O
? | / | COc1ccc(Cc2nc3ccc(C(=O)N4CCN(C)C(C)C4)cc3o2)cc1OC (stereo not drawn)
? | / | CN(Cc1nc(-c2ccc(Cl)cc2)no1)C(=O)c1ccco1
i | 9.7 | Cc1ccc(NC(=S)N2CCC(NC(=O)C3CCCCC3)CC2)cc1C
? | / | NS(=O)(=O)c1ccc(NC(=O)COC(=O)CSc2n[nH]c(-c3ccccc3)n2)cc1
